Compound activity deposited in PubChem by Sanford-Burnham Center for Chemical Genomics.
Mdm2-MdmX inh = inhibitors of human Mdm2-MdmX association, primary screen, cell-based, luminescence, split luciferase, SaOS-2, uHTS. Protein Mdm4 (Homo sapiens) + E3 ubiquitin-protein ligase Mdm2 (Homo sapiens), …. SaOS-2 split-luciferase Mdm2/MdmX complementation. inhibition, % at 8 µM. 330,000 tested, 3% active. AID 485346, 2010;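 active = inhibition of at least 50% at 8 µM in the primary screen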
Target sequence (O15151 whole entry, looked up): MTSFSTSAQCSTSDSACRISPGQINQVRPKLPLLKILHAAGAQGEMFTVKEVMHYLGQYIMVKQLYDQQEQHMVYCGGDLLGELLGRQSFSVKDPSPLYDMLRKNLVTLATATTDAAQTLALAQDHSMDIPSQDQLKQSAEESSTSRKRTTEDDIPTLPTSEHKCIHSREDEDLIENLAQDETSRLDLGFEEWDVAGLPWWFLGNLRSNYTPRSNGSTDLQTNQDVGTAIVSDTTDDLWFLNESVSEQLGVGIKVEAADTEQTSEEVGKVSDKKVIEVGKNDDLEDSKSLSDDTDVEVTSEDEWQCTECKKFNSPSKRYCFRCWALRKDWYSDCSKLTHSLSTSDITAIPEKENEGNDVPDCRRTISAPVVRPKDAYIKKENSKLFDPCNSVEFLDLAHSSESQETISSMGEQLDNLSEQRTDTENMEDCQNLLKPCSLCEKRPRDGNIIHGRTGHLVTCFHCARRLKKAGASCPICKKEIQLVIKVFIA
Target sequence (Q00987 whole entry, looked up): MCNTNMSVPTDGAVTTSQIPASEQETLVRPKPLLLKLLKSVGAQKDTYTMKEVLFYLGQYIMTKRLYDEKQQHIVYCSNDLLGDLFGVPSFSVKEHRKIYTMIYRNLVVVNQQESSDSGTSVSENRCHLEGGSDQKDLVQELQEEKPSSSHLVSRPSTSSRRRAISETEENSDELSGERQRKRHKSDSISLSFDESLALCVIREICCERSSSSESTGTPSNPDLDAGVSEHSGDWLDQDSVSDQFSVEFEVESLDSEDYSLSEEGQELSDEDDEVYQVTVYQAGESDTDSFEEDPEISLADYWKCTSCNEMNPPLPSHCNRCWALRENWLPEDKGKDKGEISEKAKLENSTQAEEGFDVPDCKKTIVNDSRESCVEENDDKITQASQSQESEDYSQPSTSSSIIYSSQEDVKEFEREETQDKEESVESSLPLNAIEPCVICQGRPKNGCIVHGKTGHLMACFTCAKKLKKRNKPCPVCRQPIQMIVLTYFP
tim10-1 inh = growth inhibitors of tim10-1 mutant yeast, primary screen, luminescence, uHTS. S. cerevisiae tim10-1 ts strain growth, BacTiter-Glo, 24 h. inhibition, % at 20 µM. 330,000 tested, 2.2% active;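 active = inhibition of at least 40%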;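 note: mutant grown at 25 °C; 0% = DMSO wells with yeast and 100% = wells holding no yeast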
TIM10 inh = growth inhibitors of isogenic TIM10 control yeast, primary screen, counter-screen for tim10-1 yeast inhibitor project, luminescence, uHTS | 330,000 tested, 1.4% active | inhibition, % at 10 µM | S. cerevisiae TIM10 strain growth, BacTiter-Glo luminescence, 24 h;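 active = inhibition of 40% or more at the single tested concentration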;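 note: wild-type TIM10 isogenic control strain grown at permissive 25 °C; 0% = DMSO yeast wells and 100% = minimal medium wells without yeast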
UPR CHOP act = activators of apoptotic CHOP UPR arm, primary screen, cell-based, CHO-CHOP luciferase reporter, luminescence, uHTS; UPR activation; percent of tunicamycin response over DMSO baseline; AID 449763, 2010; activation, % at 10 µM; 330,000 tested, 0.34% active;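 active = at 10 µM dose, activation of 40% or more, normalized to positive control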;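 note: 100% = tunicamycin at 10 µg/mL and 0% = DMSO alone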
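Dosing – one dose, 10 µM in 0.5% DMSO · System – CHO-CHOP cells, stable luciferase reporter of PERK-eIF2a-CHOP signalling · Input – 500 cells/well · Control set – tunicamycin 10 µg/mL final as positive, DMSO-only wells as negative · Timing – 6 h compound treatment, 37 °C · Measure – % activation vs tunicamycin · Technique – luminescence read with Steady-Glo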
UPR XBP1 act = activators of adaptive XBP1 UPR arm, primary screen, cell-based, CHO-XBP1 luciferase reporter, luminescence, uHTS | 330,000 tested, 0.33% active | activation, % at 20 µM | IRE1-XBP1 UPR activation; percent of tunicamycin response, DMSO as zero;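 active = versus positive control, 20 µM dose yields 30% or more activation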;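 note: 100% = tunicamycin at 10 µg/mL and 0% = DMSO only wells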
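Material: CHO cell line with stable XBP1 luciferase reporter; schedule: 16-18 h cell attachment at 37 °C, then 6 h compound exposure; signal: glow luminescence from Steady-Glo reagent; medium: serum-containing F12 medium, 10% FBS; benchmarks: tunicamycin 10 µg/mL and vehicle-only wells; read-out: percent activation relative to tunicamycin reference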
tim23-1 inh = growth inhibitors of tim23-1 mutant yeast, primary screen, luminescence, uHTS. S. cerevisiae tim23-1 growth, BacTiter-Glo luminescence, 24 h. inhibition, % at 20 µM. 330,000 tested, 1.3% active. AID 463212, 2010;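 active = growth inhibition of the mutant yeast at or above 50%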;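 note: temperature-sensitive mutant grown at 25 °C; plate controls were DMSO-treated mutant yeast for no effect and medium wells lacking yeast for full effect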
Jurkat NFkB inh = inhibitors of induced NF-kB luciferase reporter, primary screen, TCR NF-kB activation inhibitor project, cell-based, luminescence, uHTS | Jurkat, PMA/ionomycin-induced NF-kB luciferase reporter | inhibition, % at 4 µM | 330,000 tested, 0.53% active | AID 435003, 2010; in the data active = inhibition above about 50%
697 NFkB inh = inhibitors of PMA/ionomycin-induced NF-kB reporter, 697 cells, primary screen, B-cell NF-kB inhibitor project, cell-based, luminescence, uHTS. 697 B-cell NF-kB luciferase reporter, 16 h. 330,000 tested, 0.33% active. AID 435022, 2010. inhibition, % at 4 µM; in the data active = inhibition above about 35%
* = called active by the depositor.

molecule	Mdm2-MdmX inh	tim10-1 inh	TIM10 inh	UPR CHOP act	UPR XBP1 act	tim23-1 inh	Jurkat NFkB inh	697 NFkB inh
CCCc1nn(C)c2c(=O)[nH]c(-c3cc(S(N)(=O)=O)ccc3OCC)nc12	29	-2	-1	0.3	1	-4	-3	8
Cc1sc(NC(=O)c2ccco2)c(CN2CCN(c3ccccc3)CC2)c1C	-7	14	7	-0.7	-1	21	26	-30
CC(C)CN(C(=O)CSc1nc2ccccc2c(=O)n1C)C1CCS(=O)(=O)C1 (stereo not drawn)	2	18	-3	1.0	-1	14	-7	2
CCCCn1c(=O)[nH]c(=O)c2c1nc(COC(=O)c1c(C)noc1C)n2CCC	19	5	2	-1.7	-1	-1	1	23
S=c1[nH]nc(COc2ccccc2)n1/N=C/C=C/c1ccco1	1	25	-4	0.6	-1	32	14	1
Cc1nc2ccccc2c(=O)n1/N=C/c1ccncc1	20	14	-3	0.7	1	13	5	6
CCN(CC(=O)Nc1ccc(NC(C)=O)cc1)C(=O)CCN1C(=O)C2CC=CCC2C1=O (stereo not drawn)	12	-15	-10	0.0	3	-4	13	21
COc1ccc(S(=O)(=O)N2CCCC2CNC(=O)c2cccc(OC)c2)cc1 (stereo not drawn)	-9	6	4	0.2	1	19	9	-2
O=C(CNC(=O)[C@@H]1Cc2ccccc2CN1)Nc1ccc2c(c1)OCO2	20	-7	9	0.7	-1	7	-1	-18
O=C1c2ccccc2C(=O)C2OC12 (stereo not drawn)	72*	59*	34	66*	-3	79*	6	6
O=C(C[C@@H]1C/C=C\CC[C@@H](Cc2ccc(F)cc2)C(=O)OC[C@@H]2CCCN2C1=O)NCCO	-43	14	5	-1.3	2	13	-8	-27
CC(C)CNc1nnnc2c1sc1nc(N3CCOCC3)c3c(c12)CC(C)(C)SC3	35	37	40*	7.9	9	4	-15	-20

Looked up by compound from the list above:
molecule	Mdm2-MdmX inh	tim10-1 inh	TIM10 inh	UPR CHOP act	UPR XBP1 act	tim23-1 inh	Jurkat NFkB inh	697 NFkB inh
S=c1[nH]nc(COc2ccccc2)n1/N=C/C=C/c1ccco1	1	25	-4	0.6	-1	32	14	1
COc1ccc(S(=O)(=O)N2CCCC2CNC(=O)c2cccc(OC)c2)cc1 (stereo not drawn)	-9	6	4	0.2	1	19	9	-2
CC(C)CNc1nnnc2c1sc1nc(N3CCOCC3)c3c(c12)CC(C)(C)SC3	35	37	40*	7.9	9	4	-15	-20

(more compounds)
molecule	Mdm2-MdmX inh	tim10-1 inh	TIM10 inh	UPR CHOP act	UPR XBP1 act	tim23-1 inh	Jurkat NFkB inh	697 NFkB inh
Cc1ccccc1C(=O)N1CCC(C(=O)Oc2ccc(C#N)cc2)CC1	7	-2	4	1.5	-8	9	5	-12
Cc1ccc(N2C(=O)C(O)(C(F)(F)F)C3=C2CC(C)(C)CC3=O)cc1C (stereo not drawn)	7	4	-13	-2.4	-2	2	7	8
C/C(CC(=O)NCc1ccco1)=N\NC(=O)COc1ccc(C)cc1	-1	20	-16	9.0	1	0	-13	-14
COc1ccc(S(=O)(=O)N2CCOCC2)cc1N(C)S(=O)(=O)c1ccc(C)cc1	12	6	-1	-0.9	-3	8	-3	-17
Cc1ccc(-c2c(C(=O)Nc3ccccc3C)c(C)[nH]c(=S)c2C#N)o1	-25	-7	4	1.2	-3	2	-6	5
Cc1ccc(S(=O)(=O)NCc2cccnc2)s1	14	-8	2	-1.0	-5	-14	-8	-5
CN1C(=O)CC(Sc2ncccc2C(=O)O)C1=O (stereo not drawn)	21	-3	-2	0.9	4	-8	4	6
Cc1nc(C(C)NC(=O)CCc2nnc(Cc3c[nH]c4ccccc34)o2)cs1 (stereo not drawn)	13	15	12	1.0	2	5	10	10
CC(C)Oc1ccc(C(=O)OCC(=O)NC2CCCCCC2)cc1	-18	29	2	0.9	-1	35	1	30
Clc1ccc(-n2nnnc2-c2cnc3ccccc3c2-c2ccccc2)cc1	-21	35	19	1.6	6	34	-7	-15
COC(=O)c1sccc1NC(=O)c1cc(-c2ccc(C)cc2)nc2ccccc12	21	15	-1	0.8	0	16	17	-3
CC1=C(SCCC#N)S/C(=C2\SC(C)=C(SCCC#N)S2)S1	49	38	33	0.5	2	36	-34	-57
COc1cc(C(=O)NCC(=O)N2CCN(S(=O)(=O)c3ccccc3C(F)(F)F)CC2)cc(OC)c1OC	9	7	15	-0.7	-2	9	-17	-14
O=c1[nH]c(SCc2ccccc2)nnc1-c1ccccc1	7	13	17	-0.9	-1	10	4	1
Nc1nnc(SCCOc2cccc(Br)c2)s1	-18	23	12	2.8	1	4	-12	3
Cc1nn(Cc2ccccc2)c(Cl)c1C(=O)OCc1nnc(-c2ccc(Cl)cc2)o1	18	10	6	0.2	-1	22	-1	-4
NC(=NCCc1c[nH]c2ccccc12)NS(=O)(=O)c1ccc2ccccc2c1	26	11	-9	0.1	-1	11	-1	-37
O=C(/C=C/c1ccccc1[N+](=O)[O-])NCc1ccncc1	-6	9	4	-2.6	-4	-4	8	-1
CCN1CCc2c(sc(NC(=O)c3ccc4ccccc4c3)c2C(N)=O)C1	34	33	16	4.1	0	38	-68	-27
CCc1cc(Cn2nc(-c3ccccc3C)cc2C(=O)O)on1	21	10	-2	1.1	-1	8	6	12
CC(C)N(C(=O)Cn1c(-c2cccnc2)ccc(C#N)c1=O)C(C)C	18	1	4	1.3	-5	3	3	-1
CCc1nnc(NC(=O)C2CCCCC2)s1	-1	15	-7	-2.3	-1	12	-14	-8
C=CCNC(=O)CSc1nnc(C(CC)N(C)C)n1C1CCCCC1 (stereo not drawn)	-1	3	-6	0.3	6	8	8	10
COc1ccc(C)cc1NC(=O)c1ccc(-c2ccc(C(C)=O)cc2)o1	16	27	13	0.8	-3	6	-6	1
CCn1c(SCC(=O)N2CCCc3ccccc32)nc2cccnc21	26	22	8	0.4	-1	-6	5	17
COc1ccc(C(=O)Nc2ccccc2C(=O)NC(Cc2ccc(O)cc2)C(=O)NNC(=O)c2ccncc2)cc1 (stereo not drawn)	-32	10	8	0.4	-1	-4	13	2
CCOc1ccccc1C(=O)NC(C)c1ccc2c(c1)OCO2 (stereo not drawn)	33	14	-9	-0.3	0	-2	0	3
Cc1ccc2cc(C#N)c(NCCNC(=O)C3CCC3)nc2c1C	24	8	2	1.4	3	3	6	0
CNc1cnn(-c2ccc(C)cc2)c(=O)c1Cl	-14	1	-6	3.9	2	15	-76	-80
O=S(=O)(c1cccs1)N1CCC(Cc2ccccc2)CC1	-3	34	28	-1.0	0	1	-9	5
Cc1ccc(C)c(S(=O)(=O)N2CCN(C(=O)c3ccc(N4CCCC4)c([N+](=O)[O-])c3)CC2)c1	11	22	13	-0.3	-3	30	23	-2
Cc1coc2c(C)c3oc(=O)c(CCC(=O)NCCCN4CCCC4=O)c(C)c3cc12	15	7	2	-2.0	-3	14	-3	11
Cc1ccccc1NC(=O)CCC(=O)N/N=C/c1ccncc1	7	-16	-29	-0.5	-3	5	15	18
O=S1(=O)CC(O)C(Nc2ccccc2)C1 (stereo not drawn)	4	1	-16	0.3	0	8	5	18
COC(C/C=C\[C@H](O)[C@H](C)OCc1ccccc1)OC	3	-18	-5	0.6	5	-1	7	15
O=C(Nc1ccc2[nH]c(=O)[nH]c2c1)c1ccc([N+](=O)[O-])o1	18	11	7	1.0	2	4	2	20
CNCCCCOc1ccccc1-c1ccccc1	7	8	0	3.8	1	9	-9	4
Cc1occc1C(=O)NCc1cccs1	-10	-2	-1	1.3	-1	-1	-3	11
CCCc1[nH]nc2c1C(CCc1ccccc1)C(C#N)=C(N)O2 (stereo not drawn)	0	29	11	0.0	0	19	4	9
CN1CCN(CCC(=O)Nc2ccc(OCc3ccccc3)cc2)CC1	7	-5	1	-1.0	2	4	-8	-18
O=C(Nc1nc2c(s1)CCCC2)c1ccc(S(=O)(=O)N2CCCc3ccccc32)cc1	49	12	5	-0.5	-2	19	10	-72
O=C(c1ccc(NS(=O)(=O)c2cccc(F)c2)cc1)N1CCCCC1	11	1	9	0.9	-9	-2	9	12
CC(C)(C)c1ccc(NC(=O)CSc2n[nH]c(=O)n2-c2cccnc2)cc1	2	-6	-6	1.0	-2	0	-7	-34
COc1ccc(-c2csc(N3CCN(c4cc5c(cc4Cl)nc(-c4ccncc4)n5CCOCCO)CC3)n2)cc1	23	7	3	1.2	-1	3	-4	-1
C[N+]1(CCn2ccc3ccccc32)CCCCC1	27	1	-2	0.7	0	-9	8	16
CNC(=O)COc1ccc(-c2nn(C)c(=O)c3ccccc23)cc1	28	13	-1	-0.1	2	10	7	6
COc1ccc(N2CCN(C(=O)CSc3nc(C)cs3)CC2)cc1	-16	23	9	-0.6	-3	8	1	7
O=C(COC(=O)CCc1ccccc1)NC12CC3CC(CC(C3)C1)C2	34	43*	14	-0.2	-3	32	5	26
COc1ccc(S(=O)(=O)N(C)CC(=O)Nc2ccccc2SC)cc1Cl	16	14	-6	0.4	0	23	-1	0
C=CCc1c(C)nc(SC(C)C)[nH]c1=O	11	3	-17	-1.8	-4	-3	-3	19
O=C(COc1cc2oc(=O)cc(-c3ccccc3)c2cc1Cl)NC(Cc1c[nH]c2ccc(O)cc12)C(=O)O (stereo not drawn)	13	-10	-2	-0.9	-5	0	6	-2
Cc1ccc(NC(=O)CSc2nc(N)c(-c3ccccc3)c(=O)[nH]2)cc1Cl	21	-29	-24	0.7	0	-26	-2	-10
O=C1C(Cl)=C(Nc2ccc(O)cc2)C(=O)c2ccccc21	100*	49*	45*	23	-2	38	-7	-6
COc1ccc(C(=O)c2cn[nH]c2-c2cc(Cl)ccc2O)cc1	-16	23	17	-1.7	-3	25	-4	-7
CCN(CC(=O)Nc1ccc(NC(C)=O)cc1)C(=O)c1ccc2c(c1)OCO2	-16	-9	-9	-0.5	-2	-12	16	16
Cc1ccc(-n2ncc3c2CC(C)(C)CC3NC(=O)c2ccc[n+]([O-])c2)cc1 (stereo not drawn)	-14	1	-1	0.5	-5	13	4	-58
Cn1c(COc2ccc(Cl)cc2)nnc1SCC(=O)NC1CCCC1	6	-16	12	1.2	1	4	2	11
O=C(NCc1ccccc1)C(c1c(F)cccc1Cl)N(C(=O)c1csnn1)C1CC1 (stereo not drawn)	-6	12	-19	1.3	-6	11	-6	3
NCCCCc1cn(CC(=O)N2CCNCC2)nn1	-9	-5	4	0.4	2	-3	11	-16
COc1ccc(S(=O)(=O)N2CCCC(C(=O)NCc3ccc(F)cc3)C2)cc1 (stereo not drawn)	19	16	-2	2.4	-2	13	-5	-3
O=C(Nc1cccc(O)c1)c1cnn2cccnc12	-5	2	-16	2.6	-1	8	-51	-17
COc1ccccc1NS(=O)(=O)c1cc(NC(=O)Nc2cccc(C)c2)ccc1N1CCCCC1	-10	8	23	8.4	-1	11	4	-27
